# MrgX1 ag: activates human MrgX1 receptor signaling; Q96LB2; MrgX1-HEK293 cells, Fluo-4 calcium fluorescence, agonist mode; active compounds read high; B-score at 10 µM; 310,000 compounds, 0.44% hits; AID 588627;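 active = calcium response B-score plate-corrected fluorescence ratio at least 3 library SD, with starting fluorescence B-score inside 5 SD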
# Target sequence (Q96LB2 whole entry, looked up): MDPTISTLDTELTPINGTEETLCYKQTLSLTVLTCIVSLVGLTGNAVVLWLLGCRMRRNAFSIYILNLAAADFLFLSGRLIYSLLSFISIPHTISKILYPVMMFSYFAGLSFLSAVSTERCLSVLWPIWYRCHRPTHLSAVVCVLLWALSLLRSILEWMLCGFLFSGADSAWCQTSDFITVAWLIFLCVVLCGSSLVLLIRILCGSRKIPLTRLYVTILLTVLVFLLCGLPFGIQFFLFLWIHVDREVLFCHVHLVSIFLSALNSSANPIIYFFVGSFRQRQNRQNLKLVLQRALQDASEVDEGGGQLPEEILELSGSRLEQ
#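 System: HEK293 cells stably expressing human MrgX1 receptor; Dosing: test compound in the initial addition of three; Schedule: overnight plating, then 30 min 37 °C plus 30 min room-temperature dye loading; Detection: kinetic calcium dye fluorescence, Fluo-4 NW; Controls: per-plate positive and negative controls for Z′ factor.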
# SKKanGAS inh: inhibitors of SKKanGAS S. pyogenes growth in kanamycin (SK-promoter or general growth effect); BacTiter-Glo, 6 h; inhibition, % at 7.5 µM; 300,000 compounds, 1.3% hits; AID 1662;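 active = mean replicate score, as percent of positive control median, at least 50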;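 note: strain carries kanamycin resistance gene driven by streptokinase promoter and grows in 40 µg/ml kanamycin; loss of luminescence reflects streptokinase promoter inhibition or plain growth inhibition; 0% = median of DMSO wells and 100% = positive control at its reference dose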
# MrgX1 allo act: human MrgX1 positive allosteric modulation, primary screen | MrgX1-HEK293, Fluo-4 calcium flux, FDSS; active compounds read high | 310,000 compounds, 0.63% hits | B-score at 10 µM;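 active = plate-corrected calcium response at least 3 library SD above typical, normal starting fluorescence, not activating the receptor alone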;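 note: compound read alongside a low EC10 to EC30 dose of BAM8-22 agonist; peak minus trough fluorescence over baseline measured at the second addition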
# ANO1 activ: mouse TMEM16A channel activation, primary screen; HEK293 TMEM16A/YFP-H148Q/I152L, iodide quench fluorescence; active compounds read low; B-score at 10 µM; 340,000 compounds, 0.3% hits;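 active = fluorescence-ratio B-score plate-corrected deviation score at least 3 library SD below zero, with starting fluorescence score within 5 deviations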;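 note: channel opened by trigger with iodide after compound preincubation; score built on the fluorescence ratio of max minus min over baseline; more negative score means more quench and so TMEM16A activation or potentiation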
# TMEM16A inh: mouse TMEM16A channel inhibition, primary screen. HEK293 TMEM16A/YFP iodide influx fluorescence, ionomycin. AID 588511. 310,000 compounds, 1.2% hits. Q8BHY3. normalized B-score (activity score, 25-100; higher = stronger inhibition) at 10 µM;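 active = ratio plate-corrected score three or more library SD toward inhibition, starting fluorescence score within five deviations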;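 note: score derived from kinetic fluorescence span divided by baseline fluorescence per well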
# MrgX1 antagonist: human MrgX1 receptor antagonism, primary screen. Q96LB2. MRGX1-HEK293 calcium flux, Fluo-4, BAM8-22 antagonism; active compounds read low. B-score at 10 µM. 310,000 compounds, 1.3% hits;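 active = calcium-response B-score plate-corrected more than 3 library SD below zero, starting fluorescence within 5 deviations, no agonist response on first addition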;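 note: peak minus trough fluorescence over baseline after final BAM8-22 challenge near maximal dose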
# RGS4 inh: human RGS4 inhibition | P49798 | HEK293 M3R/RGS4 inducible, Fluo-4 calcium flux; active compounds read high; triggered by carbachol at its EC20 | B-score at 10 µM | 310,000 compounds, 0.45% hits;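 active = B-score, a plate-corrected calcium signal, over three deviations above library mean, with baseline fluorescence within five deviations of library mean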;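 note: RGS4 expression induced by doxycycline in cells with stable M3 receptor; B-score is computed from the integrated fluorescence ratio over baseline after carbachol; higher B-score means a larger calcium signal and so more RGS4 inhibition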
# Target sequence (P49798 whole entry, looked up): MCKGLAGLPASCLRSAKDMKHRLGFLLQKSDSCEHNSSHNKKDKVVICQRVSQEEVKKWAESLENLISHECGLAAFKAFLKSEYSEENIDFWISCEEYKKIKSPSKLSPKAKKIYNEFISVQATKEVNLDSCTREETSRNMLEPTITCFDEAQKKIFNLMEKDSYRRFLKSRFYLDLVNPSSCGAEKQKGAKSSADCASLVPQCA
# TRPC6 inhibitor: blocks the mouse TRPC6 cation channel. AID 2553. HEK293-TRPC6, membrane potential dye, ACh-evoked depolarization; active compounds read low. Q61143. 310,000 compounds, 1.1% hits. B-score at 10 µM;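 active = B-score under library mean minus 3 SD, initial fluorescence not abnormally high, positive integrated signal ratio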;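 note: B-score derived from integrated fluorescence ratio over the kinetic read; more negative B-score means stronger inhibition of depolarization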
# TRPC6 act: activators of mouse TRPC6 channel. Q61143. HEK293-TRPC6 membrane potential dye fluorescence; active compounds read high. B-score at 10 µM. 310,000 compounds, 0.13% hits;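 active = B-score of the integrated fluorescence ratio above library mean plus 3 SD, and starting fluorescence ratio within library mean plus 5 SD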;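 note: higher score means more depolarization so channel activation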
# HDAC3 inh: human HDAC3 inhibition; inhibition, % at 8.3 µM; recombinant HDAC3, fluorogenic peptide/trypsin coupled, fluorescence; 320,000 compounds, 0.15% hits; in the data active = inhibition above about 26%, passing the limit was not always enough
# RGS4 act: RGS4 potentiation or activation | B-score at 10 µM | AID 463111 | HEK293 M3R/inducible RGS4, carbachol calcium flux Fluo4; active compounds read low | 310,000 compounds, 0.92% hits;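 active = B-score of the integrated calcium signal more than 4 SD below the library mean, with starting fluorescence not abnormally high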;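 note: negative B-score means reduced calcium response which marks RGS4 activation or potentiation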
#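 Test system: HEK293 cells with stable M3R and inducible RGS4; also added: carbachol at ECmax as muscarinic agonist stimulus; schedule: dye loading 30 min 37 °C, buffer rest 30 min RT; technique: kinetic calcium fluorescence imaging with Fluo4-AM dye, 2 µM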
# Active calls of the source: *; i = inactive; · = not tested or not shown.
1) O=C(CC1(CC2=NS(=O)(=O)c3ccccc3N2)CCCC1)NCCc1ccccc1
2) O=c1[nH]nc(SCc2ccccc2)n1C1CC2C=CC1C2 (centres undefined)
3) O=C(NC(=S)N1CCOCC1)c1ccc(F)cc1
4) CCOc1ccc(NC(=O)CN(C)C(=O)c2ccc(OCC3CCCO3)cc2)cc1OCC (centres undefined)
5) O=C(NCc1ccccc1F)C1CCN(C(=O)Nc2ccc(F)cc2)CC1
6) CCN(CC(=O)Nc1ccc(OC)cc1)C(=O)c1ccccc1Sc1ccccc1C#N
7) Cc1ccn2c(=O)nc(SCC(=O)NCc3ccc4c(c3)OCO4)nc2c1
8) CCCN1C(=O)c2cccc3c(N4CCCCC4)ccc(c23)C1=O
assay / entry	1	2	3	4	5	6	7	8
HDAC3 inh	3.4	-3.6	2.4	11.3	-4.5	-5.5	-1.3	-0.3
TMEM16A inh	i	i	i	i	i	i	i	i
TRPC6 act	i	i	i	i	i	i	i	i
RGS4 act	i	i	i	i	i	i	i	i
MrgX1 antagonist	i	i	i	i	i	i	i	i
SKKanGAS inh	0.6	-1.7	6.1	1.3	-0.4	1.3	-0.3	10.8
RGS4 inh	i	i	i	i	i	i	i	i
MrgX1 ag	i	i	i	i	i	i	i	i
ANO1 activ	i	i	i	i	i	i	i	i
MrgX1 allo act	i	i	i	i	i	i	i	i
TRPC6 inhibitor	i	i	i	i	i	i	i	i

9) O=C(O)CC1S/C(=N/N=C/c2ccc([N+](=O)[O-])cc2)N(c2ccc(O)cc2)C1=O (centres undefined)
10) O=C(/C=C/c1ccc(S(=O)(=O)N2CCOCC2)cc1)OCC(=O)c1ccc([N+](=O)[O-])cc1
11) CCCC(NC(=O)C(C)NC(=O)CO/N=C1\C=C2CCC3C4CCC(C(C)=O)[C@@]4(C)CCC3[C@@]2(C)CC1)C(=O)O (some centres undefined)
12) COc1ccc(CC2(CO)CCN(C(C)COc3ccccc3)CC2)cc1 (centres undefined)
13) COc1cc2cc(C(=O)O)n(C)c2c(OC)c1OC
14) Cc1ccc(CN2CCN(Cc3ccc(OC(C)C)cc3)CC2CCO)o1 (centres undefined)
15) Cc1ccc(F)cc1NC(=O)CSCc1nc2sc(C)c(C)c2c(=O)[nH]1
16) CN(Cc1cnn(C)c1)C(=O)c1cc(COc2c(F)cccc2F)on1
assay / entry	9	10	11	12	13	14	15	16
HDAC3 inh	7.3	-0.2	-0.9	-4.6	-16.7	0.1	-0.4	-0.7
TMEM16A inh	i	i	i	i	i	i	i	i
TRPC6 act	i	i	i	i	i	i	i	i
RGS4 act	i	i	i	i	i	i	i	i
MrgX1 antagonist	i	i	i	i	i	i	i	i
SKKanGAS inh	22.6	-5.8	5.5	-5.8	0.5	3.6	-10.3	-9.6
RGS4 inh	i	i	i	i	i	i	i	i
MrgX1 ag	i	i	i	i	i	i	i	i
ANO1 activ	i	i	i	i	i	i	i	i
MrgX1 allo act	i	i	i	i	i	i	i	i
TRPC6 inhibitor	i	i	i	i	i	i	i	i

# Two records picked at random from the list so far, as already listed:
14) Cc1ccc(CN2CCN(Cc3ccc(OC(C)C)cc3)CC2CCO)o1 (centres undefined)
12) COc1ccc(CC2(CO)CCN(C(C)COc3ccccc3)CC2)cc1 (centres undefined)
assay / entry	14	12
HDAC3 inh	0.1	-4.6
TMEM16A inh	i	i
TRPC6 act	i	i
RGS4 act	i	i
MrgX1 antagonist	i	i
SKKanGAS inh	3.6	-5.8
RGS4 inh	i	i
MrgX1 ag	i	i
ANO1 activ	i	i
MrgX1 allo act	i	i
TRPC6 inhibitor	i	i

# (continued)
17) COC(=O)c1ccc(OCC(O)CN2CCOCC2)cc1 (centres undefined)
18) CC(=O)Nc1ccccc1O
19) COc1ccc(CC(=O)NNC(=O)c2ccco2)cc1OC
20) CCC(C)C(NC(N)=O)C(=O)Nc1ccc(OCc2ccccc2)cc1 (centres undefined)
21) Cc1cc(C)c2c(c1)N[C@H](c1cccs1)[C@@H]1CCO[C@H]21
22) Cc1cccc(C2CC3(CC(C)(C)NC(=S)N3)Oc3cc(O)ccc32)c1 (centres undefined)
23) CS(=O)(=O)c1ccc(Cl)c(NC(=O)COc2ccc3c(c2)CCC3)c1
24) COc1ccc(N2CCN(Cc3nc4scc(-c5ccccc5)c4c(=O)[nH]3)CC2)cc1
assay / entry	17	18	19	20	21	22	23	24
HDAC3 inh	0.1	-10.2	0.3	2.7	-10.2	1.8	·	-1.6
TMEM16A inh	i	i	i	i	i	i	i	i
TRPC6 act	i	i	i	i	i	i	i	i
RGS4 act	i	i	i	i	i	i	i	i
MrgX1 antagonist	i	i	i	i	i	i	i	i
SKKanGAS inh	0.7	-0.5	2.9	-0.5	2.6	3.2	18.4	25.7
RGS4 inh	i	i	i	i	i	i	i	i
MrgX1 ag	i	i	i	i	i	i	i	i
ANO1 activ	i	i	i	i	i	i	i	i
MrgX1 allo act	i	i	i	i	i	i	i	i
TRPC6 inhibitor	i	i	i	i	i	i	i	i

# Structural class: the entries above with nitrogen in an aromatic ring
2) O=c1[nH]nc(SCc2ccccc2)n1C1CC2C=CC1C2 (centres undefined)
7) Cc1ccn2c(=O)nc(SCC(=O)NCc3ccc4c(c3)OCO4)nc2c1
13) COc1cc2cc(C(=O)O)n(C)c2c(OC)c1OC
15) Cc1ccc(F)cc1NC(=O)CSCc1nc2sc(C)c(C)c2c(=O)[nH]1
16) CN(Cc1cnn(C)c1)C(=O)c1cc(COc2c(F)cccc2F)on1
24) COc1ccc(N2CCN(Cc3nc4scc(-c5ccccc5)c4c(=O)[nH]3)CC2)cc1
assay / entry	2	7	13	15	16	24
HDAC3 inh	-3.6	-1.3	-16.7	-0.4	-0.7	-1.6
TMEM16A inh	i	i	i	i	i	i
TRPC6 act	i	i	i	i	i	i
RGS4 act	i	i	i	i	i	i
MrgX1 antagonist	i	i	i	i	i	i
SKKanGAS inh	-1.7	-0.3	0.5	-10.3	-9.6	25.7
RGS4 inh	i	i	i	i	i	i
MrgX1 ag	i	i	i	i	i	i
ANO1 activ	i	i	i	i	i	i
MrgX1 allo act	i	i	i	i	i	i
TRPC6 inhibitor	i	i	i	i	i	i
